Source: PubChem (Sanford-Burnham Center for Chemical Genomics)
mIAP act = activators of mouse IAP, primary screen, biochemical, luminescence, uHTS; intestinal alkaline phosphatase [Mus musculus]; muIAP, CDP-Star luminescence, 30 min; active compounds read high; 1 = vehicle-only enzyme signal, 0 = enzyme-free wells; activation factor at 10 µM; 0.24% of 330,000 active; AID 2805, 2010;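 active = activation factor of at least 2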; note: the source names both 10 and 20 µM as test concentration; values of inactives mirror those of a sister screen read the other way
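System: mouse IAP enzyme. Reagent: CDP-Star chemiluminescent phosphatase substrate. Benchmarks: DMSO wells, no-enzyme wells. Times: 30 min enzyme-substrate-compound incubation at room temperature. Detection: luminescence from enzymatic CDP-Star hydrolysis. Doses: test compounds delivered from DMSO solution.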
APOBEC3A inh = APOBEC3A ssDNA deaminase inhibitors, primary screen, selectivity assay for APOBEC3G inhibitor project, biochemical, FAM/TAMRA oligo cleavage fluorescence | DNA dC->dU-editing enzyme APOBEC-3A (Homo sapiens), P31941 | recombinant A3A, FAM/TAMRA ssDNA deamination fluorescence | inhibition, % at 20 µM | 0.41% of 330,000 active | AID 493011, 2011;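 active = at least 40% inhibition at 20 µM here, with at most 30% in a related deaminase screen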;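 note: plate controls were A3A with DMSO for no effect and wells lacking A3A enzyme for full effect; some results filed as inactive read as strong as hits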
hIAP activ = human IAP activators, primary screen, biochemical, luminescence, uHTS. AID 2524, 2010. 0.16% of 330,000 active. activation factor at 10 µM. purified human IAP, CDP-Star luminescence, 30 min; active compounds read high; 1 = vehicle-only enzyme, 0 = enzyme-free background;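 active = activation factor of the enzyme at least 2-fold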; note: the source names both 10 and 20 µM as test concentration; values of inactives mirror those of a sister screen read the other way
Target sequence (P09923 whole entry, looked up): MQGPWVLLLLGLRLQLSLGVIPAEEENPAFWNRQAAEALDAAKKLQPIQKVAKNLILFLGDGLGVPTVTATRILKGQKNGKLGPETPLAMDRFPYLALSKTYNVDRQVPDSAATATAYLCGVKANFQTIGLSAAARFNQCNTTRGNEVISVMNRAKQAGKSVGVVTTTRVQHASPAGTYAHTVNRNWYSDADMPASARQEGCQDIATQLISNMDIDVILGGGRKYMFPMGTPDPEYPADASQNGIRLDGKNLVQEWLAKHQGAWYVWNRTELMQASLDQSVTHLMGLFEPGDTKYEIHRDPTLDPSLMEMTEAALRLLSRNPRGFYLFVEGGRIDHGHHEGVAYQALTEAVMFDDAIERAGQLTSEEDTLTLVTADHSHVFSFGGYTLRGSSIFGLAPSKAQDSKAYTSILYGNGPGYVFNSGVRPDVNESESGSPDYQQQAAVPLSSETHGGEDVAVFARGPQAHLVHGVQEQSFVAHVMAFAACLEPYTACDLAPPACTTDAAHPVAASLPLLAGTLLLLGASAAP
A3G deaminase = APOBEC3G DNA deaminase inhibitors, primary screen, biochemical, fluorescence, single-stranded DNA substrate, uHTS | 0.28% of 330,000 active | inhibition, % at 20 µM | DNA dC->dU-editing enzyme APOBEC-3G (Homo sapiens), Q9HC16 | recombinant A3G, ssDNA deamination FAM/TAMRA fluorescence;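 active = inhibition of at least 40% at 20 µM, with no more than 30% in the related APOBEC3A deaminase screen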;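 note: plate controls were DMSO wells with A3G for no effect and wells lacking A3G enzyme for full effect; some compounds called inactive have numbers as strong as hits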
hIAP block = human IAP inhibitors, primary screen, biochemical, luminescence, uHTS. inhibition, % at 10 µM. 0.12% of 330,000 active. Intestinal-type alkaline phosphatase (Homo sapiens), P09923. AID 2544, 2010. purified IAP, CDP-Star luminescence, 30 min;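 active = inhibition reaching a set limit with compound at 10 µM in the primary screen, cut at about 35% in these data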;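 note: plate controls were DMSO wells with enzyme for no effect and no-enzyme buffer wells for full effect; values of inactives mirror those of a sister screen read the other way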
mIAP inh = inhibitors of mouse IAP, primary screen, biochemical, luminescence, uHTS | intestinal alkaline phosphatase [Mus musculus] | purified mouse IAP, CDP-Star luminescence, 30 min | inhibition, % at 10 µM | 0.2% of 330,000 active | AID 2806, 2010;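 active = inhibition of at least 40% at 10 µM in the primary screen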;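 note: plate controls were DMSO with enzyme for no effect and no enzyme wells for full effect; values of inactives mirror those of a sister screen read the other way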
MPTP block = mitochondrial permeability transition pore inhibitors, primary screen, biochemical, isolated mouse mitochondria, absorbance | Ca2+ swelling absorbance, 30 min | inhibition, % at 10 µM | 1.4% of 360,000 active;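 active = inhibition of 50% or more, scaled per plate between neutral and stimulator controls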;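 note: 0% = DMSO wells given calcium and 100% = 1 mM EGTA wells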
beta cell repl = inducers of MIN6 beta-cell proliferation, primary screen, ATP luminescence, uHTS. MIN6 cells proliferation, ATPlite luminescence, 48 h; cells starved in 0.2% serum; 100% = growth in 10% serum. proliferation, % at 10 µM. 0.29% of 330,000 active;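 active = compounds whose signal lies at least 3.5 SD above the mean of all wells on their plate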;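 note: 0% = DMSO-treated cells in low-serum medium and 100% = 10% serum control; some compounds called inactive have numbers as strong as hits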
ATG4B inh = ATG4B protease inhibitors, primary screen, biochemical, fluorescence, uHTS | ATG4B cleavage of LC3-PLA2, NBD-HPC fluorescence, 1 h | 0.51% of 340,000 active | inhibition, % at 8.33 µM | AID 504462, 2011; in the data active = inhibition above about 40%
Target sequence (Q9Y4P1 whole entry, looked up): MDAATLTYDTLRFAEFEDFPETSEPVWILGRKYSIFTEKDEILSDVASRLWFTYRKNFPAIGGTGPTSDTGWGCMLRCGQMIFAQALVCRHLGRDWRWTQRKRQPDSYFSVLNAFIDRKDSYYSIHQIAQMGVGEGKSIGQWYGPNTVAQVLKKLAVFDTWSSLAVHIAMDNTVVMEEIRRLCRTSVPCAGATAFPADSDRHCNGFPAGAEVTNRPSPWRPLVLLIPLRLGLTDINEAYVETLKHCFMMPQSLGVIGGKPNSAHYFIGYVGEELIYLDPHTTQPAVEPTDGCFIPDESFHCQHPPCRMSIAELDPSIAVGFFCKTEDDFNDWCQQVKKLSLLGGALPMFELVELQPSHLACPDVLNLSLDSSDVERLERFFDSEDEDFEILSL
Starred values were filed as active, the others as inactive.

`COc1ccc(C2Nc3ccccc3C(=O)N2NS(C)(=O)=O)cc1OC` (stereo not given) gave mIAP act 0.99, APOBEC3A inh -3, hIAP activ 0.95, A3G deaminase -6, hIAP block 5, mIAP inh 0, MPTP block -2.4, beta cell repl -2 and ATG4B inh -8.
Screening Cc1ccc(N(Cc2cc3ccc(C)cc3[nH]c2=O)S(=O)(=O)c2ccccc2)c(C)c1 returned mIAP act 1.1, APOBEC3A inh 1, hIAP activ 1.1, A3G deaminase 2, hIAP block -10, mIAP inh -7, MPTP block -0.9, beta cell repl -3 and ATG4B inh 5.
Cc1cc2ccccn2c1C(=O)c1cccc(S(=O)(=O)N2CCOCC2)c1 was read as mIAP act 1, APOBEC3A inh -1, hIAP activ 0.99, A3G deaminase -6, hIAP block 1, mIAP inh 0, MPTP block 0.9, beta cell repl -2 and ATG4B inh -13.
O=C(Nc1ncccc1O)c1ccc2c(c1)OCCO2 was read as mIAP act 0.89, APOBEC3A inh -2, hIAP activ 1, A3G deaminase -8, hIAP block -4, mIAP inh 11, MPTP block -2.2, beta cell repl -3 and ATG4B inh -2.
`COc1ccc(NC(=S)N(Cc2ccc(C)cc2)Cc2ccccn2)cc1` gave mIAP act 0.98, APOBEC3A inh 3, hIAP activ 1.1, A3G deaminase -3, hIAP block -10, mIAP inh 2, MPTP block -0.8, beta cell repl -1 and ATG4B inh -3.
For CC(N)C(=O)NC(C(=O)N1CCCC1C(=O)NC(c1ccccc1)c1ccccc1)C(C)C (stereo not given) the results were mIAP act 0.94, APOBEC3A inh -2, hIAP activ 0.97, A3G deaminase -1, hIAP block 3, mIAP inh 6, MPTP block -1.1, beta cell repl 1 and ATG4B inh 1.
For CC(C)(C)N(Cc1ccccc1)C(=O)COC(=O)CCc1c[nH]c2ccccc12 the results were mIAP act 1.1, APOBEC3A inh 4, hIAP activ 1.2, A3G deaminase 5, hIAP block -15, mIAP inh -7, MPTP block 0.1, beta cell repl 0 and ATG4B inh 4.
For CCOC(=O)C1=C(C(F)(F)F)Nc2ncnn2C1c1ccc(OC)cc1OC (stereo not given) the results were mIAP act 0.98, APOBEC3A inh -3, hIAP activ 0.9, A3G deaminase -5, hIAP block 10, mIAP inh 2, MPTP block 0.4, beta cell repl 0 and ATG4B inh -1.
`CCOc1ccccc1NC(=O)COC(=O)C1CCC1` gave mIAP act 0.99, APOBEC3A inh 3, hIAP activ 1.1, A3G deaminase -7, hIAP block -9, mIAP inh 1, MPTP block -0.8, beta cell repl 2 and ATG4B inh 3.
For CCN(CC)C(=S)Nc1cc(C(=O)OC)ccc1C(=O)OC the results were mIAP act 0.94, APOBEC3A inh -5, hIAP activ 0.98, A3G deaminase -9, hIAP block 2, mIAP inh 6, MPTP block -0.7, beta cell repl -1 and ATG4B inh 1.
`Cn1ccnc1C(OC(=O)c1ccc(Cl)cc1)C(F)(F)F` (stereo not given) gave mIAP act 1, APOBEC3A inh 4, hIAP activ 0.94, A3G deaminase -3, hIAP block 6, mIAP inh -3, MPTP block 0.2, beta cell repl 1 and ATG4B inh 5.
CCOC(=O)CSC1=Nc2ccccc2C2=NC(CC(=O)NCc3cccs3)C(=O)N12 (stereo not given) was read as mIAP act 0.91, APOBEC3A inh -4, hIAP activ 1, A3G deaminase -7, hIAP block -2, mIAP inh 9, MPTP block -0.2, beta cell repl -3 and ATG4B inh -15.
Cc1ccc(-n2nnnc2CNC(=O)c2ccc([N+](=O)[O-])o2)cc1C was read as mIAP act 1, APOBEC3A inh -2, hIAP activ 1, A3G deaminase -9, hIAP block -1, mIAP inh -1, MPTP block -0.8, beta cell repl -4 and ATG4B inh -3.
Screening CC(CCc1ccccc1)NC(=O)COC(=O)c1cc(NS(=O)(=O)c2ccc(Cl)c([N+](=O)[O-])c2)ccc1O (stereo not given) returned mIAP act 0.95, APOBEC3A inh 1, hIAP activ 0.93, A3G deaminase 1, hIAP block 8, mIAP inh 5, MPTP block 100*, beta cell repl -6 and ATG4B inh -14.
Screening CCCNC(=O)COC(=O)c1ccc(-c2ccccc2)cc1 returned mIAP act 0.95, APOBEC3A inh -1, hIAP activ 1.1, A3G deaminase -6, hIAP block -5, mIAP inh 5, MPTP block 0.0, beta cell repl -1 and ATG4B inh -17.
O=C1OC(Nc2nccs2)c2ccccc21 (stereo not given) was read as mIAP act 1.1, APOBEC3A inh -7, hIAP activ 1.1, A3G deaminase -7, hIAP block -15, mIAP inh -5, MPTP block -0.9, beta cell repl -1 and ATG4B inh 9.
For COc1ccc(CCNC(=O)c2ccc([N+](=O)[O-])cc2)cc1 the results were mIAP act 1.1, APOBEC3A inh -2, hIAP activ 1.3, A3G deaminase -9, hIAP block -28, mIAP inh -9, MPTP block 4.8, beta cell repl -5 and ATG4B inh 7.
Screening Cc1ccc(/C=C(/NC(=O)c2ccccc2)C(=O)NC(Cc2c[nH]c3ccccc23)C(=O)O)cc1 (stereo not given) returned mIAP act 1, APOBEC3A inh -5, hIAP activ 1.1, A3G deaminase -12, hIAP block -13, mIAP inh 0, MPTP block 0.6, beta cell repl -4 and ATG4B inh 0.
Screening CCOC(=O)CCCNC(=O)c1cncc(Br)c1 returned mIAP act 0.98, APOBEC3A inh -2, hIAP activ 1.1, A3G deaminase -6, hIAP block -6, mIAP inh 2, MPTP block -0.5, beta cell repl -2 and ATG4B inh -5.
Screening COC(=O)N/N=C/c1ccc(-c2ccccc2Cl)o1 returned mIAP act 1.1, APOBEC3A inh -7, hIAP activ 0.99, A3G deaminase 0, hIAP block 0, mIAP inh -5, MPTP block 0.2, beta cell repl 0 and ATG4B inh -7.
Screening Cc1nn(Cc2c(Cl)cccc2Cl)c(C)c1NC(=O)c1cn(-c2ccccc2)nc1-c1ccccc1 returned mIAP act 2.5*, APOBEC3A inh -1, hIAP activ 1.1, A3G deaminase -3, hIAP block -11, mIAP inh -146, MPTP block 2.8, beta cell repl -3 and ATG4B inh 2.
`NC(=O)c1c(NC(=O)c2ccco2)sc2c1CCC2` gave mIAP act 0.94, APOBEC3A inh -3, hIAP activ 1, A3G deaminase -4, hIAP block -1, mIAP inh 6, MPTP block 0.0, beta cell repl -3 and ATG4B inh -1.
CCN(CC)C(=O)CN(Cc1ccccc1)S(=O)(=O)c1ccc(F)cc1 was read as mIAP act 0.97, APOBEC3A inh -2, hIAP activ 1.1, A3G deaminase -9, hIAP block -11, mIAP inh 2, MPTP block -0.3, beta cell repl 2 and ATG4B inh -13.
For COCCCNC(=O)CCn1nc(-c2ccc(Cl)cc2)ccc1=O the results were mIAP act 1, APOBEC3A inh 1, hIAP activ 1.1, A3G deaminase -5, hIAP block -11, mIAP inh 0, MPTP block -1.7, beta cell repl 2 and ATG4B inh -5.
Screening COc1ccc(CCNc2nc(-c3ccncc3)cs2)cc1OC returned mIAP act 1, APOBEC3A inh -1, hIAP activ 1, A3G deaminase -9, hIAP block -2, mIAP inh 0, MPTP block 4.6, beta cell repl 3 and ATG4B inh -7.
Screening N#Cc1nc(-c2cccc3ccccc23)oc1N1CCCCC1 returned mIAP act 1.2, APOBEC3A inh -13, hIAP activ 1, A3G deaminase 5, hIAP block -4, mIAP inh -18, MPTP block -0.1, beta cell repl -4 and ATG4B inh 3.
CC(=O)c1ccc(-c2c(C)cc3oc(=O)cc(-c4ccccc4)c3c2C)cc1 was read as mIAP act 1, APOBEC3A inh 1, A3G deaminase -1, mIAP inh 4, MPTP block 0.3 and ATG4B inh -10.
For Cn1c(=O)c2c(ncn2CC(=O)OCCCC(=O)c2ccc(Br)cc2)n(C)c1=O the results were mIAP act 0.95, APOBEC3A inh -1, hIAP activ 1, A3G deaminase -6, hIAP block -5, mIAP inh 5, MPTP block 33, beta cell repl -4 and ATG4B inh -3.
CN(C)S(=O)(=O)c1cccc(COC(=O)Cc2c(F)cccc2Cl)c1 was read as mIAP act 1, APOBEC3A inh 2, hIAP activ 1.2, A3G deaminase 0, hIAP block -17, mIAP inh -1, MPTP block -0.2, beta cell repl 5 and ATG4B inh 21.
`O=c1sc2ccccc2c(N2CCCCC2)c1[N+](=O)[O-]` gave mIAP act 1, APOBEC3A inh 0, hIAP activ 1, A3G deaminase -4, hIAP block -2, mIAP inh -5, MPTP block -0.6, beta cell repl 0 and ATG4B inh -3.
For COC(=O)c1c(NC(=O)C(=O)N2CCCC2)sc2c1CC(C)(C)OC2 the results were mIAP act 0.89, APOBEC3A inh -2, hIAP activ 1.1, A3G deaminase 0, hIAP block -10, mIAP inh 11, MPTP block 1.2, beta cell repl 0 and ATG4B inh 4.
`Cc1ccc(NC(=O)CSc2nnc(Cn3c(=O)sc4ccccc43)n2C)cc1Cl` gave mIAP act 1, APOBEC3A inh 2, hIAP activ 1.4, A3G deaminase 15, hIAP block -39, mIAP inh -5, MPTP block -1.9, beta cell repl 1 and ATG4B inh 6.
O=C(c1ccccc1)N1CCN2C(=O)c3ccccc3C12c1ccc(Cl)cc1 (stereo not given) was read as mIAP act 1.2, APOBEC3A inh -9, hIAP activ 1.1, A3G deaminase -6, hIAP block -7, mIAP inh -18, MPTP block 1.7, beta cell repl -3 and ATG4B inh -6.
`CSc1nc2c(cnn2-c2ccccc2)c(=O)n1N` gave mIAP act 1, APOBEC3A inh -3, hIAP activ 1, A3G deaminase -6, hIAP block -4, mIAP inh -1, MPTP block -2.1, beta cell repl 3 and ATG4B inh -6.
Screening N#Cc1ccsc1NC(=O)c1ccccn1 returned mIAP act 1, APOBEC3A inh 0, hIAP activ 0.98, A3G deaminase -5, hIAP block 2, mIAP inh -3, MPTP block -0.3, beta cell repl 2 and ATG4B inh -9.
`O=C1C2C3c4ccccc4C(c4ccccc43)[C@@H]2C(=O)N1c1cccnc1` (stereo not given in full) gave mIAP act 1.1, APOBEC3A inh -3, hIAP activ 0.96, A3G deaminase -8, hIAP block 4, mIAP inh -8, MPTP block 3.3, beta cell repl 0 and ATG4B inh -1.
Screening COc1ccc(CNC(=O)COc2ccc(S(=O)(=O)N3CCOCC3)cc2)cc1 returned mIAP act 1.1, APOBEC3A inh 2, hIAP activ 1.1, A3G deaminase 7, hIAP block -13, mIAP inh -8, MPTP block -1.1, beta cell repl -2 and ATG4B inh 2.

Quoted at random: 2 compounds from above, in no set order.
`O=c1sc2ccccc2c(N2CCCCC2)c1[N+](=O)[O-]` gave mIAP act 1, APOBEC3A inh 0, hIAP activ 1, A3G deaminase -4, hIAP block -2, mIAP inh -5, MPTP block -0.6, beta cell repl 0 and ATG4B inh -3.
`CSc1nc2c(cnn2-c2ccccc2)c(=O)n1N` gave mIAP act 1, APOBEC3A inh -3, hIAP activ 1, A3G deaminase -6, hIAP block -4, mIAP inh -1, MPTP block -2.1, beta cell repl 3 and ATG4B inh -6.
